Screening results from PubChem BioAssay.
MgcRacGAP inhibition – MgcRacGAP GTPase-activating activity inhibitors, confirmation, biochemical, ADP Hunter fluorescence; 0.6% of 340,000 active; one-dose inhibition, % at 30 µM; IC50 in µM for titrated hits; MgcRacGAP-stimulated Rac1 GTP hydrolysis, ADP Hunter fluorescence; higher % means a stronger effect; GST-tagged Rac1 F28L mutant substrate;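 active means first-screen hits whose inhibition reached a set limit at any dose in the follow-up dose series; inconclusive means inhibition above the set first-screen limit but never retested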;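 further: fluorescence reports GDP produced by GAP-driven GTP hydrolysis; strong numbers were not always called active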
GPR35 antagonists – inhibition of zaprinast-stimulated GPR35 beta-arrestin translocation – imaging, U2OS, beta-arrestin-GFP, zaprinast agonist, primary screen (AID 2058). U2OS GPR35 beta-arrestin-GFP translocation imaging, zaprinast antagonism; higher % means a stronger effect. inhibition, % at 10 µM, or IC50 in µM where a hit was titrated. 0.052% of 290,000 active;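 active means inhibition of at least 50% with at least 30 cells and total cytoplasm GFP at most 10,000,000; inconclusive means under 30 cells or total GFP of 10,000,000 plus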
SV40 large T antigen – SV40 large T antigen inhibitors, biochemical (AID 1903); SV40 large T antigen ATPase/helicase inhibition assay; higher % means a stronger effect; inhibition, % at 20 µM, or IC50 in µM where a hit was titrated; 0.39% of 310,000 active; in the data active means a potency from the dose series; inconclusive means inhibition mostly from about 32% at the one dose, without a potency; inactive means the rest, 99 in 100 with inhibition below about 32%; further: strong numbers were not always called active
RSV CPE inhibition – inhibition of RSV-induced cytopathic effect – HEp-2 cells, primary 10 µM value included (AID 2391) | HEp-2 cells, RSV-induced CPE inhibition; higher % means a stronger effect | CPE inhibition, % at 10 µM, or IC50 in µM where a hit was titrated | 0.13% of 310,000 active; in the data active means a potency from the dose series; inconclusive means CPE inhibition mostly from about 23% at the one dose, without a potency; inactive means the rest, 99 in 100 with CPE inhibition below about 21%; further: strong numbers were not always called active
LYP phosphatase – PTPN22 lymphoid phosphatase activity blockers – biochemical, fluorescence intensity, uHTS (AID 1779); one-dose inhibition, % at 11.5 µM; IC50 in µM for titrated hits; 0.054% of 290,000 active; recombinant LYP phosphatase, fluorescence intensity; higher % means a stronger effect; in the data active means inhibition above about 50%;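 further: plate controls were vehicle with enzyme for no effect and no enzyme for full effect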
Salmonella PhoP GFP – PhoP-dependent GFP reporter repression – Salmonella Typhimurium, primary screen (AID 1863); S. Typhimurium PhoP-regulated promoter GFP reporter, 4 h; higher % means a stronger effect; inhibition, % at 50 µM, or IC50 in µM where a hit was titrated; 0.16% of 300,000 active;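 active means inhibition over 29.93%, a cutoff 3 SD above the screen mean, later confirmed by dose response; inconclusive means inhibition over 29.93% but no dose response follow-up; inactive means inhibition at most 29.93% or unconfirmed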;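 further: 0% = low Mg2+ inducing control and 100% = high Mg2+ repressing control; strong numbers were not always called active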
West Nile virus CPE – inhibition of WNV-induced cytopathic effect – cell-based, CPE readout (AID 1621) | 0.02% of 290,000 active | CPE inhibition, % at 10 µM; hits with a dose series show IC50 in µM | West Nile virus-infected cells, CPE inhibition; higher % means a stronger effect; in the data active means a potency from the dose series; inconclusive means CPE inhibition mostly from about 3.7% at the one dose, without a potency; inactive means the rest, 99 in 100 with CPE inhibition below about 2.2%; further: strong numbers were not always called active
CSM14.1 death rescue – rescue of cells from ER stress-induced death, primary screen, 384-well, CSM14.1, thapsigargin, ATP luminescence (AID 1222). CSM14.1 thapsigargin-induced death rescue, ATP luminescence; higher % means a stronger effect. cellular ATP content (survival), % at 20 µM; hits with a dose series show EC50 in µM. 190,000 tested, under 10 active;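 active means EC50 below 50 µM in the dose-response confirmation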;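 further: death triggered by thapsigargin at about 15 µM added after 2 h compound pretreatment; cell ATP read after overnight thapsigargin exposure of roughly 18 to 22 hours; normalized against plate controls of thapsigargin alone and 5% DMSO vehicle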
Dengue-2 NS5 capping – Dengue-2 NS5 methyltransferase inhibitors, primary screen, biochemical, confirmation dose response (AID 588689); Dengue-2 NS5 methyltransferase capping enzyme assay, biochemical; higher % means a stronger effect; inhibition, % at 25 µM, or IC50 in µM where a hit was titrated; 0.3% of 340,000 active; in the data active means a potency from the dose series; inconclusive means inhibition above about 29% without an active follow-up result
The depositor's hits bear a star; ? = inconclusive; . = no result given. The order is random (roughly 1.5% active in at least one column).

cpd | SMILES | MgcRacGAP inhibition | GPR35 antagonists | SV40 large T antigen | RSV CPE inhibition | LYP phosphatase
1 | CC(C)(C)OC(=O)N[C@@H](Cc1ccccc1)c1nnc(S(=O)(=O)Cc2cccc(F)c2)o1 | . | 11.6% | 3.5% | 2.6% | -0.9%
2 | c1ccc2c(c1)nc(NCc1ccc3c(c1)OCO3)n2CCN1CCOCC1 | 11.9% | 5.2% | 10.4% | 1.1% | -5.0%
3 | CC[N+](CC)(CC#Cc1ccccc1)CC#Cc1ccccc1 | 9.8% | 5.3% | 6.3% | 19.8% | -6.1%
4 | CN(Cc1ccccc1)C(=O)CN(c1ccccc1Cl)S(C)(=O)=O | -2.6% | 0.1% | -1.6% | 1.2% | -12.2%
5 | CCC1CC(C)(C(=O)Nc2ccc(S(N)(=O)=O)cc2)OC1=O (stereo not drawn) | 8.2% | -0.5% | 13.1% | 0.2% | -9.5%
6 | Cc1cc(NC(=O)CCN2CCC(C)CC2)ccc1Br | 10.0% | 8.2% | 14.2% | -0.8% | -6.9%
7 | CC(Oc1ccc(Br)cc1)C(=O)Nc1nc(-c2ccccn2)cs1 (stereo not drawn) | 13.4% | -15.0% | 8.7% | 7.5% | -4.0%
8 | CN(C)c1ccc(/C=N/NC(=O)C(O)c2ccc(Br)cc2)cc1 (stereo not drawn) | 6.7% | -0.3% | 5.1% | 2.7% | -6.1%
9 | C=CCN(CC=C)S(=O)(=O)c1ccc(C(=O)Nc2sc3c(c2C(N)=O)CCCCC3)cc1 | 8.2% | 9.6% | 4.6% | 1.6% | 2.4%
10 | O=C(NCc1ccc2c(c1)OCO2)C1CCC(CNc2c(N3CCCC3)c(=O)c2=O)CC1 (stereo not drawn) | 7.2% | -14.1% | 2.1% | 2.5% | -3.0%

cpd | Salmonella PhoP GFP | West Nile virus CPE | CSM14.1 death rescue | Dengue-2 NS5 capping
1 | 7.1% | 0.1% | 0.2% | .
2 | 2.3% | -0.5% | 0.5% | -3.7%
3 | -10.9% | 3.3% | . | 3.1%
4 | -0.8% | 0.3% | . | .
5 | 0.4% | . | 1.3% | 5.6%
6 | 9.5% | -1.3% | . | -0.4%
7 | 6.6% | ? | . | -2.7%
8 | 7.5% | -0.6% | 1.5% | -11.1%
9 | -6.7% | 0.1% | 2.6% | -7.2%
10 | 2.5% | . | . | -4.9%

(further entries)
cpd | SMILES | MgcRacGAP inhibition | GPR35 antagonists | SV40 large T antigen | RSV CPE inhibition | LYP phosphatase
11 | CC1(C)Cc2c(sc(/N=C/N3CCOCC3)c2C#N)C(C)(C)N1 | 10.5% | 21.7% | 2.9% | -0.6% | -1.1%
12 | COc1ccc(OC)c(NC(=O)C2=C(C)NC(=O)NC2c2cccs2)c1 (stereo not drawn) | 0.6% | 7.5% | 0.0% | 0.6% | -4.2%
13 | O=C(Nc1ccc(F)cc1F)c1cncc(Br)c1 | 4.7% | 12.1% | 8.9% | 0.6% | -7.0%
14 | CCn1cc(C(=O)OCC(=O)Nc2cccc(S(=O)(=O)N3CCOCC3)c2)c(=O)c2ccc(C)nc21 | -5.8% | 12.3% | 6.0% | 10.0% | 2.9%
15 | COC(=O)Cn1c(CCS(=O)(=O)c2ccc(C)cc2)nc2ccccc21 | 3.8% | 4.1% | -0.2% | -0.8% | 1.4%
16 | Cc1cccnc1NC(=O)CCc1c[nH]c2ccccc12 | 0.8% | -4.2% | 7.6% | 1.1% | -3.4%
17 | CCOc1ccc(S(=O)(=O)N2CCCC(C(=O)Nc3ccccc3)C2)cc1 (stereo not drawn) | 4.6% | 15.4% | -2.6% | 14.9% | -4.0%
18 | O=S(=O)(c1ccc(F)cc1)c1nc(-c2ccco2)oc1Nc1ccc(F)cc1 | 3.0% | 4.6% | 17.3% | 0.4% | 0.1%
19 | O=C(C1CCN(S(=O)(=O)c2cccc3cccnc23)CC1)N1CCc2ccccc21 | 0.1% | -8.1% | 3.6% | 5.7% | -13.3%
20 | COc1cccc(-c2csc(N3CCN(CC(=O)NNC(=O)c4ccc(Br)cc4)CC3)n2)c1 | 2.0% | 18.2% | 10.5% | 1.0% | 2.1%

cpd | Salmonella PhoP GFP | West Nile virus CPE | CSM14.1 death rescue | Dengue-2 NS5 capping
11 | 2.1% | . | -0.9% | 1.1%
12 | -10.2% | 0.0% | 0.6% | 0.0%
13 | -5.2% | -0.3% | 0.0% | -8.0%
14 | 10.7% | 1.3% | -3.4% | 3.3%
15 | -8.7% | -0.6% | -2.5% | -2.7%
16 | -0.1% | 0.9% | . | -6.7%
17 | -0.2% | -1.4% | . | 2.5%
18 | 4.8% | -0.6% | -1.1% | 1.8%
19 | 18.9% | 0.0% | 1.1% | 0.7%
20 | -6.6% | -0.5% | -1.7% | 0.7%

(further entries)
cpd | SMILES | MgcRacGAP inhibition | GPR35 antagonists | SV40 large T antigen | RSV CPE inhibition | LYP phosphatase
21 | O=C(CC(c1ccccc1)c1ccccc1)NCc1cccnc1 | -6.1% | 1.0% | 1.5% | 0.3% | -9.8%
22 | CC(NCc1ccc(S(N)(=O)=O)cc1)C(=O)N1CCc2ccccc21 (stereo not drawn) | 16.2% | 9.5% | 11.8% | 3.6% | -0.1%
23 | CC(C)(C)c1ccc(-c2nnc(SCC(=O)Nc3sc4c(c3C#N)CCCC4)o2)cc1 | 7.2% | -5.3% | 20.0% | 3.5% | 6.4%
24 | c1ccc(-c2ccc(-n3ccnc3)cc2)cc1 | 5.0% | 5.4% | 2.4% | 22.0% | -9.0%
25 | c1cn(CCCNC2=NCCCCC2)cn1 | -0.4% | 6.7% | -0.3% | 1.1% | -6.2%
26 | CC(NC(=O)COC(=O)/C=C/c1ccco1)c1ccccc1 (stereo not drawn) | 4.4% | -3.7% | 3.7% | 2.3% | 4.6%
27 | O=C(c1ccc(Cl)cc1)c1nnc(-c2ccncc2)o1 | 4.3% | -5.8% | 0.1% | 0.0% | -13.6%
28 | CCOC(=O)c1c(C)[nH]c(C)c1C(=O)CN1C(=O)NC(CC(C)C)C1=O (stereo not drawn) | 3.5% | -1.9% | 6.9% | 1.6% | -2.0%
29 | COc1ccc(OCCCC(=O)Nc2nnc(C3CCCO3)s2)cc1 (stereo not drawn) | 5.1% | -3.8% | 11.9% | 0.8% | -7.2%
30 | C=CC[n+]1c(-c2ccc(C)cc2)csc1NNC(=O)Nc1ccccc1 | 12.4% | 0.9% | 5.7% | -0.8% | -4.3%

cpd | Salmonella PhoP GFP | West Nile virus CPE | CSM14.1 death rescue | Dengue-2 NS5 capping
21 | -0.7% | -0.9% | -0.6% | -2.1%
22 | . | -0.3% | . | -4.6%
23 | -20.9% | 10.4% | -1.0% | -5.8%
24 | 5.9% | -0.2% | -0.1% | -1.4%
25 | -4.6% | 0.7% | 0.8% | -8.9%
26 | 2.8% | 0.2% | -0.1% | -13.6%
27 | -18.0% | 0.0% | 0.4% | 2.1%
28 | -7.2% | -0.5% | -0.5% | -0.8%
29 | -14.7% | 0.2% | -1.9% | 3.2%
30 | -0.4% | 0.2% | -1.2% | -12.7%

Continuation:
cpd | SMILES | MgcRacGAP inhibition | GPR35 antagonists | SV40 large T antigen | RSV CPE inhibition | LYP phosphatase
31 | COc1cccc(NC(=S)NNC(=O)c2c([N+](=O)[O-])c(C)nn2C)c1 | -0.8% | -0.5% | 18.8% | 0.2% | -4.1%
32 | COc1ccc(C2C(C(=O)Nc3ccccc3)=C(C)Nc3nc(CCCO)nn32)cc1 (stereo not drawn) | 10.0% | 4.8% | 7.1% | 2.3% | -9.7%
33 | Cc1[nH]c2ccccc2c1C(=O)CN1CCC(C)CC1 | 6.9% | 13.0% | 6.6% | -0.4% | -11.0%
34 | COc1ccc(C(=O)Oc2cc(/C=N/NS(=O)(=O)c3ccc(C)cc3)ccc2OC)cc1 | 4.0% | -3.2% | 4.2% | 0.6% | 3.0%
35 | CCOC(=O)c1c(NC(=O)Cn2cnc([N+](=O)[O-])n2)sc(C)c1C | 7.2% | 5.9% | 2.9% | -0.1% | -5.3%
36 | COCCn1c(SCC(=O)Nc2ccc3c(c2)OCCO3)nc2c(c1=O)SC(C)C2 (stereo not drawn) | 8.1% | -7.5% | 7.0% | 0.2% | -3.6%
37 | CC(NCc1cc(Br)ccc1OCC(N)=O)C12CC3CC(CC(C3)C1)C2 (stereo not drawn) | 8.3% | -10.1% | 6.3% | 1.3% | -10.6%
38 | Cc1cnc(C(=O)OCC(=O)NC2CCCCCCC2)cn1 | 2.9% | -3.4% | -2.5% | -0.2% | -0.7%
39 | CCCCNC(=O)C(C#N)c1nc2ccccc2nc1N1CCN(c2ccccc2F)CC1 (stereo not drawn) | 0.3% | -0.4% | 1.4% | 3.0% | -1.2%
40 | Cc1ccc2[nH]c(C)c(CC(=O)NCc3ccccc3)c2c1 | 10.2% | 14.3% | 5.3% | 6.9% | -6.4%

cpd | Salmonella PhoP GFP | West Nile virus CPE | CSM14.1 death rescue | Dengue-2 NS5 capping
31 | 0.9% | 1.2% | 0.5% | -6.4%
32 | -6.5% | -0.7% | -1.1% | -5.2%
33 | 13.8% | 0.4% | -0.1% | 5.3%
34 | -1.0% | . | 2.1% | -0.7%
35 | -4.7% | -0.8% | 0.4% | -0.8%
36 | 10.4% | -0.5% | -0.8% | 2.1%
37 | 9.0% | -1.7% | . | -4.8%
38 | -8.5% | 0.4% | 0.0% | 3.7%
39 | -2.4% | -0.1% | 0.7% | 14.7%
40 | 8.3% | 0.2% | . | -1.7%

(listing goes on)
cpd | SMILES | MgcRacGAP inhibition | GPR35 antagonists | SV40 large T antigen | RSV CPE inhibition | LYP phosphatase
41 | CCN(Cc1ccccc1)C(=O)CCNS(=O)(=O)c1cc(Br)cnc1N | 8.8% | 11.9% | 5.0% | 4.0% | 4.3%
42 | COc1ccc(C(=O)C(C)Oc2cccc(NC(=O)c3cccc([N+](=O)[O-])c3)c2)cc1 (stereo not drawn) | 11.8% | -2.8% | 14.1% | ? | 4.3%
43 | Oc1cccc2cnccc12 | 28.6% | -3.0% | 17.1µM* | -0.2% | -2.2%
44 | CN(C)C(=O)CN1C(=O)C2CC=C(Cl)CC2C1=O (stereo not drawn) | -10.1% | 6.0% | 5.8% | 0.9% | -6.1%

cpd | Salmonella PhoP GFP | West Nile virus CPE | CSM14.1 death rescue | Dengue-2 NS5 capping
41 | -2.7% | -0.5% | . | 2.6%
42 | 1.7% | -1.0% | -3.5% | 3.2%
43 | -0.2% | 0.4% | . | 4.7%
44 | 0.8% | . | 0.5% | 4.5%
